TEAD-YAP inh – TEAD-YAP interaction inhibition. HEK-TIYL cells, TEAD-Gal4/YAP UAS-luciferase luminescence. inhibition, % at 9.12 µM. 640,000 compounds, 1.4% hits. AID 1259422; in the data active = inhibition above about 32%;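 note: 0% = median of test compound wells and 100% = reference inhibitor wells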
FBW7 activator – human FBW7 E3 ligase activation, primary screen. Q969H0. AlphaScreen FBW7–phospho-cyclin E peptide binding, activator screen. normalized activity (activation), % at 26.1 µM. 650,000 compounds, 0.13% hits; in the data active = normalized activity above about 1.9%;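 note: purified mutant Fbw7 with reduced substrate affinity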
MITF primary – blocks human microphthalmia-associated transcription factor | O75030 | AlphaScreen MITF homodimerization, bead proximity signal | inhibition, % at 2.6 µM | 650,000 compounds, 0.91% hits | AID 1259374; in the data active = inhibition above about 50%;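 note: 0% = vehicle wells with protein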
Target sequence (O75030 whole entry, looked up): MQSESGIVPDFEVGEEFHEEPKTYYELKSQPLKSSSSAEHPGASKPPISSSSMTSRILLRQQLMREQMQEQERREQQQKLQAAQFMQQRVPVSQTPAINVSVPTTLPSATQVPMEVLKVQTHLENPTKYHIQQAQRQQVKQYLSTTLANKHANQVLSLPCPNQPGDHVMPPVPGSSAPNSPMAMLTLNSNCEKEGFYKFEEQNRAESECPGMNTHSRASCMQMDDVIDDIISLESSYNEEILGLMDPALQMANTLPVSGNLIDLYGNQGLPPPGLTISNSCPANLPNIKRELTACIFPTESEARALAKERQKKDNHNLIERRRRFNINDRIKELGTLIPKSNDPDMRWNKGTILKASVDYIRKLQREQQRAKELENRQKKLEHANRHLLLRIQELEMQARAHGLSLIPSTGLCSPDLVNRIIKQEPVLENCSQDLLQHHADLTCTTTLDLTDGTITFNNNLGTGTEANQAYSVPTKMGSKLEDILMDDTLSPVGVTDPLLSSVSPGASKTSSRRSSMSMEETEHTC
GPR151 activ – activates the human receptor GPR151; Q8TDV0; PathHunter beta-arrestin GPR151 cells, luminescence; activation, % at 11.2 µM; 650,000 compounds, 1% hits; AID 1508602; in the data active = activation above about 4.9%;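 note: 0% = median of compound wells and 100% = cells with positive control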
Target sequence (Q8TDV0 whole entry, looked up): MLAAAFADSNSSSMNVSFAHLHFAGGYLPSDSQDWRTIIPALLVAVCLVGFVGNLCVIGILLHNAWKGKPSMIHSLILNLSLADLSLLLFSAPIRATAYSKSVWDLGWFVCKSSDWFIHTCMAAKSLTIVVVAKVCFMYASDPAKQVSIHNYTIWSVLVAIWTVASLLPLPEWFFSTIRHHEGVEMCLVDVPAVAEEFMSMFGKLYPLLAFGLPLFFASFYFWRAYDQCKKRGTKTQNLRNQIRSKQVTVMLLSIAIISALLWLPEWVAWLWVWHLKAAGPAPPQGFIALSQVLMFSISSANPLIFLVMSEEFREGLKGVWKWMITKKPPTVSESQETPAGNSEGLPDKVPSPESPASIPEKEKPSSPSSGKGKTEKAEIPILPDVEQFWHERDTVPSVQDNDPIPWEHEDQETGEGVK
Active calls of the source: *; & = joins results of further samples.

Below each compound: MITF primary	GPR151 activ	TEAD-YAP inh	FBW7 activator
> CC(C)Cn1c(N)c(C(=O)COC(=O)c2ccc(C(F)(F)F)cc2)c(=O)n(C)c1=O
  13	-0.5	4	0.1
> CCCCOc1ccccc1C1C(C(=O)OC)=CN(CCOC23CC4CC(CC(C4)C2)C3)C=C1C(=O)OC
  7	0.2	12	0.7
> CC(C)Oc1ccc(C(=O)Nc2ccc(S(=O)(=O)Nc3ncccn3)cc2)cc1
  -1	0.3	-4	-0.1
> Cc1ccc(C2C3(C#N)C(N)=NC4(OCCO4)C23C#N)cc1 (configuration not stated)
  9	-1.3	-19	0.2
> COC(=O)c1sc2nc(CN(C)Cc3ccsc3)ccc2c1NC(=O)C1CC1
  -6	0.7	6	-0.2
> COCC(=O)Nc1ccc([N+](=O)[O-])cc1Cl
  -23	0.7	-4	-0.1
> C/C(=C/c1ccccc1)C(=O)Nc1cncs1
  -4	-0.5	-47	-0.1
> CC(C)=C1SC(N2CCN(c3cccc(C)c3)CC2)=NC1=O
  -10	-1.0	-10	-0.1
> CCOc1cc(/C=C2/C(=O)NC(=O)N(c3cccc(C)c3)C2=O)cc([N+](=O)[O-])c1O
  -23	-1.2	-6	0.0
> CC1=C(C(=O)Nc2ccccc2Cl)C(c2ccccc2F)NC(=O)N1 (configuration not stated)
  1	1.0	-5	-0.1
> CCOCCCNC(=O)c1cnn2c(C)c(Cc3ccccc3Cl)c(C)nc12
  17	-0.4	-2	0.7
> Cc1ccccc1N1CCN(S(=O)(=O)N2CCOCC2)CC1
  19	1.0	-1	0.4
> CCC(=O)N=c1sc2cc(OC)ccc2n1CC(=O)OC
  21	1.0	-4	0.3
> CCc1cc2c(C)c(CC)c(=O)oc2cc1OCC(C)=O
  12	-0.3	-1	0.0
> COc1cccc(OC)c1OCCOCCN(C)CCO
  8	0.7	11	0.3
> CC(C)CNC(=O)NC(=O)COC(=O)c1cccc(NS(C)(=O)=O)c1
  21	-3.8	4	0.1
> CCN(CCO)C(=O)c1cnc2sc(C)cn2c1=O
  4	0.9	-2	0.3
> CCOC(=O)c1c(-c2ccc(C)cc2)csc1NC(=O)C1CCCCC1C(=O)O (configuration not stated)
  1	-1.7	0	-0.1
> Cc1cccc(NC(=O)CCN2CC(C)CC(C)C2)c1 (configuration not stated)
  6	-0.2	-3	0.1
> CCCN1CCCC(c2[nH]ncc2-c2cccc(F)c2)C1 (configuration not stated)
  7	-0.2	-3	0.3
> Cc1nc2c(c(=O)[nH]1)CN(CC(=O)Nc1ccccc1N1CCOCC1)CC2
  -1	-0.1	-2	-0.1
> COc1cc(C(=O)NCCOc2ccc(Cl)cc2C)cc(OC)c1OC
  16	-1.0	2	0.2
> CCCCCC(=O)Nc1ccc(C(=O)OC2CCCCC2)cc1
  4	-1.2	-4	-0.1
> N#CC1=C(SCC(=O)c2cccs2)NC(=O)CC1c1ccccc1Cl (configuration not stated)
  3	-0.8	-6	0.2
> CCOC(=O)c1c(NC(=S)NNC(=O)c2ccoc2C)sc(C)c1-c1ccccc1
  -11	-0.5	-4	-0.1
> CCOC(=O)C1=CN(C)C=C(C(=O)OCC)C1c1ccc(C)c([N+](=O)[O-])c1
  6	-1.1	-8	-0.3
> CC(=O)c1cccc(NC(=S)NCc2ccc(C(=O)O)cc2)c1
  -15	-1.2	5	0.0
> CCOC(=O)c1ccc(NC(=O)c2sc3nc(-c4ccc(OC)cc4)cn3c2C)cc1
  20	-0.6	-2	-0.1
> Cc1ccc(C2=CC(c3cccs3)n3nnnc3N2)cc1C (configuration not stated)
  -1	-0.2	-26	-0.2
> C=CC(=O)NC(=O)NC12CC3CC(CC(C3)C1)C2
  -14	2.3	-30	-0.1
> O=C(/N=C1\NC(=O)C(F)(C(F)(F)F)S1)Nc1ccccc1 (configuration not stated)
  5	0.0	-7	-0.8
> CCOc1cc(/C=C2/C(=N)N3N=C(C(C)C)SC3=NC2=O)cc(Br)c1OCCOc1ccccc1
  -8	-0.9	-13	0.0
> O=C(CSc1nc2c(c(=O)[nH]1)C1(CCCC1)Cc1ccccc1-2)c1ccc(Cl)cc1
  -15	-0.6	-7	0.2
> c1ccc(-n2ncc3c(NCCCn4ccnc4)ncnc32)cc1
  12	-0.2	-53	-0.1
> Fc1ccc(-c2cnn3c(NCc4ccccn4)ccnc23)cc1
  -8	1.1	-58	0.0
> COc1ccc(/C=C2/NC(=O)N(Cc3ccccc3F)C2=O)c(OC)c1OC
  10	0.3	6	-0.1
> CN1CCN(c2nc(C34CC5CC(CC(C5)C3)C4)cs2)CC1
  1	1.2	-5	-0.1
> Cc1cccc(NC(=O)c2c(NC(=O)CCC(=O)O)sc(-c3ccccc3)c2C)c1
  -3	0.7	4	-0.2
> CCOc1cccc(-c2cc(C(=O)N3CCC(Cc4ccccc4)CC3)c3ccccc3n2)c1
  29	0.1	-6	0.5
> COc1ccccc1-c1noc(-c2cccc(C)c2)n1
  2	-1.4	-36	0.1
> Cc1nnc(Nc2c(C)n(C)n(-c3ccccc3)c2=O)[nH]c1=O
  5	-0.6	15	0.0
> CC(C)(C)C(=O)CC(=O)Nc1ccccc1
  6	1.5	-26	0.0
> O=C(N/N=C/c1cc([N+](=O)[O-])ccc1O)c1ccc(NC(=O)c2ccc(F)cc2)cc1
  6	0.1	-2	0.1
> CN(C)CCNC(=O)C1C2C(=O)N(Cc3ccccc3)CC23C=CC1(C)O3 (configuration not stated)
  1	0.2	-13	-0.1
> Fc1ccc(C2CC(c3ccc(-c4ccccc4)cc3)=NN2c2ccccc2)cc1 (configuration not stated)
  -13	0.9	-6	0.0
> COc1ccc(Cl)cc1Nc1nc(N)nc(C(F)(F)F)n1
  -6	2.0	-1	-0.2
> O=C(c1ccc2ncsc2c1)N(CCN1CCOCC1)c1nc2ccc(Cl)cc2s1
  -5	0.0	-58	-0.1
> O=C(NCc1ccccc1)c1csc(NCCCN2CCCC2=O)n1
  -8	2.2	11	0.1
> NC(=O)c1c(NC(=O)c2ccc(N3C(=O)c4ccccc4C3=O)cc2)sc2c1CCCC2
  16	4.1	-1	-0.1
> O=C(NC(Cc1cc(=O)[nH]c2ccccc12)C(=O)O)c1ccc(Cl)cc1 (configuration not stated)
  4&11&10	-0.8&-2.2&-1.3	0&19	0.0&0.3&0.4
> Cn1nc(C(=O)Oc2cc(Cl)ccc2Cl)c2ccccc2c1=O
  1	0.5	-1	-0.1
> Cc1ccc(OCCSc2nnc(N)s2)cc1
  17	-0.2	-38	1.0
> CCOC(=O)N1CCC(Nc2c(N3CCN(c4cccc(C)c4C)CC3)c(=O)c2=O)CC1
  9	4.6	6	0.4
> COc1ccc(/C=C/C(=O)Nc2cccc(Br)c2)cc1
  0	-0.9	-58	0.5
> CCOC(=O)COc1ccc2c(=O)c(Oc3ccc(F)cc3)c(C)oc2c1
  1	0.9	11	-0.1
> COc1cccc(CN2CCNC(=O)C2CC(=O)NCc2cn3ccccc3n2)c1OC (configuration not stated)
  10	-0.3	8	0.0
> CCn1cc(CN(C)C(=O)c2cnn3c(C(F)F)cc(-c4ccccc4)nc23)c(C)n1
  -4	0.7	-13	-0.2
> C=CCn1cc(-c2cccs2)ccc1=O
  21	-1.1	-5	0.1
> CC(C)Cn1c(N)c(C(=O)COC(=O)c2ccc([N+](=O)[O-])o2)c(=O)n(C)c1=O
  5	-2.2	9	-0.2
> CN1C(=O)S/C(=C\c2c(F)cccc2Cl)C1=O
  4	1.1	-41	0.1

Continued:
Below each compound: MITF primary	GPR151 activ	TEAD-YAP inh	FBW7 activator
> COc1cc(/C=c2\sc3nc4cc(C)c(C)cc4n3c2=O)ccc1OC(C)C
  0	2.4	3	0.0
> O=C(COC(=O)c1cc(S(=O)(=O)N2CCOCC2)ccc1O)NCC1CCCO1 (configuration not stated)
  0	-0.9	4	0.1
> CCC(C)NC(=O)CCn1c(=O)c2cccn2c2cccnc21 (configuration not stated)
  8	3.8	6	-0.2
> CCCCN(CC)c1nc(N)c2c(N)nc(SCC(=O)O)cc2c1C#N
  10	0.8	4	0.1
> CN1CCN(c2ccc(CNc3ccc4ncc(-c5ccc(C#N)cc5)n4n3)cc2)CC1
  -2	1.8	-9	0.2
> c1ccc(N2CCN(Cc3ccccn3)CC2)cc1
  30	1.2	-2	0.0
> COc1ccccc1-c1c(C)nn2c(NCc3ccccc3)cc(C)nc12
  11	-0.8	1	0.1
> Cc1cc(Cl)c(S(=O)(=O)NCc2ccc(C(=O)O)cc2)cc1OCC(N)=O
  -2	3.3	-1	-0.1
> N#Cc1ccc(OCC(=O)NNC(=O)COc2ccc(Br)cc2)cc1
  6	2.7	-1	-0.1
> Cc1c(-c2ccccc2)c(=O)oc2c(CN(C)C)c(O)ccc12
  -2	-0.6	8	0.5
> Cn1c(=O)c2c(nc(NCCCO)n2Cc2ccccc2Br)n(C)c1=O
  0	1.3	-4	-0.2
> CCOc1ccc(S(=O)(=O)NCc2ccc3c(c2)OCO3)cc1
  -4	-0.8	-1	0.0
> N#Cc1ccc(NN2C(=O)c3cc(Cl)c(Cl)cc3C2=O)c([N+](=O)[O-])c1
  7	7.0*	17	-0.1
> CCCCN1C(=O)C2C(C(=O)Nc3ccc(C)c(Cl)c3)C3C=CC2(O3)C1C(=O)NC1CCCCC1 (configuration not stated)
  -13	9.6*	-5	0.0
> COc1ccccc1-n1nnnc1SCc1cc2c(cc1Br)OCO2
  -5	2.7	5	-0.1
> COc1cccc(C2CC(c3cccs3)=NN2C(C)=O)c1OC (configuration not stated)
  3	-1.5	4	0.0
> O=C(CCS(=O)(=O)c1nc(-c2ccc3c(c2)OCO3)cc(C(F)(F)F)n1)Nc1ccc(Br)cc1
  15	0.6	-6	0.3
> CCOC(=O)C1CCC(CN(Cc2ccc(Cl)cc2)S(=O)(=O)c2ccccc2Cl)CC1 (configuration not stated)
  5	1.4	-3	0.5
> CCCCCn1c(SCC(=O)c2ccccc2)nc2cc(C(=O)N3CCCCC3)ccc2c1=O
  5	-0.3	-7	0.0
> CN(C)c1ccc(/C=C2\N=C(c3ccccc3[N+](=O)[O-])OC2=O)cc1
  -5	0.9	0	-0.1
> CCn1cc(CNC(=O)c2cnn3c(C(F)F)cc(-c4ccc(C)cc4)nc23)cn1
  6	0.9	5	-0.1
> O=C(COc1ccccc1C(=O)O)Nc1cccc2ccccc12
  -4	-1.2	9	0.0
> CCCc1nc(SCC(=O)Nc2c(C)[nH]c(=O)[nH]c2=O)c2c(C)c(C)sc2n1
  11	0.0	4	0.1
> COc1ccccc1CNC(=O)c1ccc2c(c1)NC(=O)c1ccccc1N2
  11	1.1	-7	-0.1
> Cc1onc(-c2c(F)cccc2Cl)c1C(=O)Nc1ccc(OC(F)(F)F)cc1
  0	0.1	1	0.1
> CC(=O)Nc1ccc(OCc2c(C)noc2C)cc1
  1	0.0	5	0.6
> CC(C)C[C@H]1NC(=O)[C@@H]2C[C@H](NC(=O)Nc3cccc(C(F)(F)F)c3)CN2C1=O
  -3	0.1	1	-0.1
> Cc1ccc(S(=O)(=O)Cc2ccc(C(=O)NC3CC3)o2)cc1
  -10	-1.1	-5	0.0
> COc1ccc(-n2nc(C(=O)NCC(=O)N3CCCCC3)c3ccccc3c2=O)cc1Cl
  27	-0.1	0	0.2
> Cc1ccc(-n2nc3c(c2NC(=O)Cc2cccs2)CSC3)c(C)c1
  -1	0.0	-4	0.0

Record cards (already shown). Screens in order: MITF primary	GPR151 activ	TEAD-YAP inh	FBW7 activator
Results for COc1ccccc1-n1nnnc1SCc1cc2c(cc1Br)OCO2 = -5	2.7	5	-0.1
Results for Cc1cc(Cl)c(S(=O)(=O)NCc2ccc(C(=O)O)cc2)cc1OCC(N)=O = -2	3.3	-1	-0.1
Results for COc1cc(/C=c2\sc3nc4cc(C)c(C)cc4n3c2=O)ccc1OC(C)C = 0	2.4	3	0.0

The listing picks up; the 5 compounds before the break are reprinted first.
Below each compound: MITF primary	GPR151 activ	TEAD-YAP inh	FBW7 activator
> CC(=O)Nc1ccc(OCc2c(C)noc2C)cc1
  1	0.0	5	0.6
> CC(C)C[C@H]1NC(=O)[C@@H]2C[C@H](NC(=O)Nc3cccc(C(F)(F)F)c3)CN2C1=O
  -3	0.1	1	-0.1
> Cc1ccc(S(=O)(=O)Cc2ccc(C(=O)NC3CC3)o2)cc1
  -10	-1.1	-5	0.0
> COc1ccc(-n2nc(C(=O)NCC(=O)N3CCCCC3)c3ccccc3c2=O)cc1Cl
  27	-0.1	0	0.2
> Cc1ccc(-n2nc3c(c2NC(=O)Cc2cccs2)CSC3)c(C)c1
  -1	0.0	-4	0.0
> COc1ccc(NC(=O)Cn2c(Cc3ccccc3)nc3sc(C)c(C)c3c2=O)c(OC)c1
  -3	-0.2	2	-0.2
> CC[C@H](CCC(C)[C@H]1CCC2C3CCC4C[C@@H](O)CC[C@]4(C)C3CC[C@@]21C)C(C)C (some centres not stated)
  3	1.4	5	0.0
> COCCN1CCN(c2c(C)c(C)nc3c(-c4ccc(F)cc4)c(C)nn23)CC1
  -4	1.0	13	0.2
> CCOC(=O)CSc1ccc(C(=O)NC2CCCC(C)C2C)cc1[N+](=O)[O-] (configuration not stated)
  9	-1.6	-2	-0.1

Screening results: PubChem, The Scripps Research Institute Molecular Screening Center
